Efflux pump mplx = antifungal efflux pump inhibition, Nile Red retention. 0.44% of 330,000 active. AID 485275. inhibition, % at 10 µM. S. cerevisiae Candida pump triplex;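 active = plate passing quality check with inhibition over a set limit, or well fluorescence over plate mean plus 4 SD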;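 note: Nile Red retained in pooled yeast measured as flow cytometry median fluorescence; 0% = buffer negative control and 100% = Enniatin B positive control; higher means more Nile Red kept so more efflux inhibition; some compounds called inactive have numbers as strong as hits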
Yeast superoxide = caloric restriction mimetics inhibiting age-related superoxide in yeast | S. cerevisiae aged cells, superoxide DHE fluorescence; hits give low values | superoxide response (% of plate mean), % at 10 µM | 0.18% of 330,000 active | AID 2690;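 active = superoxide response under a set limit, about three screen SD below normal, cut at about 65% in these data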;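 note: yeast aged for seven days with compound at 30 °C before DHE staining; 100% = average MFI of all compound-treated wells on the plate with controls excluded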
AGP1-GFP MLPCN = modulators of TOR pathway AGP1-GFP in S. cerevisiae. S. cerevisiae AGP1-GFP multiplex flow cytometry, 3 h; GFP as percent of DMSO wells. 0.02% of 320,000 active. GFP response vs DMSO, % at 10 µM. AID 2066;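 active = GFP response relative to DMSO above a set limit, near screen average plus 3 SD, cut at about 150% in these data; inconclusive = fewer than 70 cells counted for the yeast strain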;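 note: median GFP channel fluorescence of the gated AGP1 strain per well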
LAP4 TOR yeast = alters LAP4-GFP fluorescence in TOR pathway yeast screen. S. cerevisiae LAP4-GFP multiplex, flow cytometry GFP, 3 h; median GFP as percent of DMSO wells. GFP response vs DMSO, % at 10 µM. 0.34% of 320,000 active;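 active = GFP response vs DMSO above a set limit, about the screen mean plus 3 SD, cut at about 150% in these data; inconclusive = under 70 cell events counted for the yeast strain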
AHR act = activates the human aryl hydrocarbon receptor | AHR-responsive luciferase reporter cells, luminescence | 2.5% of 320,000 active | activation, % at 5 µM | P35869; in the data active = activation above about 47%;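 note: 0% = vehicle wells and 100% = reference agonist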
Target sequence (P35869 whole entry, looked up): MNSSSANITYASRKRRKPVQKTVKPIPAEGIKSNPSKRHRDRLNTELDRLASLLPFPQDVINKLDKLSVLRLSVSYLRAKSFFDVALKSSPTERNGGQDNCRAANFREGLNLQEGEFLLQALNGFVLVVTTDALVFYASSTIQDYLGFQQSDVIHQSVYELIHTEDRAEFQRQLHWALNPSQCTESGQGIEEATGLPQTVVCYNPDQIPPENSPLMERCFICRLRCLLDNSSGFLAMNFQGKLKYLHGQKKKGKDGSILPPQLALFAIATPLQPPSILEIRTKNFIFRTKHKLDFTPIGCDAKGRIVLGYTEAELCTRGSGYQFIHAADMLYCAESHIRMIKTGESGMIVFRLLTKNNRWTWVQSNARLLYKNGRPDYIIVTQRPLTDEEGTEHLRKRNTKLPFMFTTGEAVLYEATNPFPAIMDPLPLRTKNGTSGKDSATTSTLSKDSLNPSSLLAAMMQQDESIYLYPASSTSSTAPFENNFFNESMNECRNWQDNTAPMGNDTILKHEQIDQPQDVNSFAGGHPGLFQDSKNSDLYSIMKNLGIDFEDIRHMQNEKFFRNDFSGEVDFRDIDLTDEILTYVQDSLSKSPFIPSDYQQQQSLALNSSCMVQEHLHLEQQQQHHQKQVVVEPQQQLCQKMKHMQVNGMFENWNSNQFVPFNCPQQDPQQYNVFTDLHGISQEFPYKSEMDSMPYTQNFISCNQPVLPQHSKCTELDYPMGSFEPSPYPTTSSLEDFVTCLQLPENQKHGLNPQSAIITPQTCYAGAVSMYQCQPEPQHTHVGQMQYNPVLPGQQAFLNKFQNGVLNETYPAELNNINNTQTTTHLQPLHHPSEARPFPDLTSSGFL
MEP2 TOR yeast = alters MEP2-GFP fluorescence in TOR pathway yeast screen; S. cerevisiae MEP2-GFP strain, flow cytometry GFP, 3 h; 100% = DMSO control level; GFP response vs DMSO, % at 10 µM; 0.51% of 330,000 active;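 active = GFP response versus DMSO above a set limit, roughly screen mean plus 3 SD, cut at about 180% in these data; inconclusive = fewer than 70 cells counted for a yeast strain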;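 note: median GFP fluorescence of the barcode-gated MEP2-GFP cells per well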
CIT2-GFP yeast = alters CIT2-GFP fluorescence in TOR pathway yeast screen; S. cerevisiae CIT2-GFP strain, flow cytometry, 3 h; 100 means same as DMSO wells; GFP response vs DMSO, % at 10 µM; 0.065% of 320,000 active;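 active = GFP response relative to DMSO above a set limit, near the screen mean plus 3 SD, cut at about 150% in these data; inconclusive = Fewer than 70 cells measured for a yeast strain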;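 note: ratio of well median GFP fluorescence to mean of DMSO wells on the plate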
RPL19A-GFP yeast = yeast TOR pathway RPL19A-GFP modulation; percent response vs DMSO, % at 10 µM; S. cerevisiae RPL19A-GFP strain, flow cytometry, 3 h; hits give low values; AID 2025; 0.3% of 330,000 active;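 active = percent response vs DMSO below 50%; inconclusive = fewer than 70 events counted for the yeast strain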;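 note: median channel GFP fluorescence of the barcoded RPL19A-GFP strain; ratio of sample median GFP to plate DMSO average so 100% = DMSO; lower means less RPL19A-GFP as with rapamycin TOR inhibition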
Numbers without * were called inactive; ? = inconclusive; . = no result given; & = joins results of further samples. Rows were taken by chance; any-hit rate near 3.9%.

SMILES	CIT2-GFP yeast	RPL19A-GFP yeast	Yeast superoxide	MEP2 TOR yeast	AGP1-GFP MLPCN	AHR act	LAP4 TOR yeast	Efflux pump mplx
COc1cc(NC(=O)c2ccccc2Cl)ccc1NC(=O)c1ccco1	76	92	103	97	84	15	130	0.1
CCc1ccccc1NC(=S)NC1CC2CCCC(C1)N2Cc1cccs1 (stereo not drawn)	109	102	88	104	107	-1	105	-0.1
N/C(Cc1ccccc1)=N\OC(=O)c1cccc2ccccc12	141	99	120	95	56	38	130	0.0
Clc1ccccc1CONc1ncnc2nonc12	100	110	105	99	102	8	96	-0.1
COC(=O)COc1ccccc1C(N)=O	107	100	99	100	102	-1	99	-0.1
CC(OC(=O)Cc1n[nH]c(=O)c2ccccc12)C(=O)Nc1ccccc1[N+](=O)[O-] (stereo not drawn)	88	96	107	93	74	2	64	1.3
CC1CCc2c(nc3ncnn3c2N2CCN(c3ccccc3)CC2)C1 (stereo not drawn)	92	96	87	94	95	-13	97	0.0
Cc1cc(C(=O)COC(=O)c2n[nH]c3ccccc23)c(C)n1C	95	102	97	97	108	6	99	-0.1
O=C(Nc1ccccc1N1CCCCC1)c1cccc(F)c1	110	100	98	97	99	-1	95	0.1
COc1ccc2[nH]c3c(=O)n(CCCN4CCOCC4)cnc3c2c1	87	86	99	?	?	2	77	-0.1
Cn1nc(-c2ccccc2)c(C(=O)NCC(=O)O)c1Cl	.	90	96	115	104	1	96	0.1
COc1ccc(S(=O)(=O)N2CCN(Cc3cccc(OC)c3)CC2)cc1	99	101	102	102	100	0	90	0.0
COCCn1c(SCC(=O)OC(C)C)nnc1-c1ccccc1	97	99	105	102	109	1	97	0.0
COc1ccc2c(c1)[nH]c1c(=O)n(CCN(C)C)cnc12	93	98	109	97	97	19	99	-0.1
Cc1csc(Nc2ccc(Cl)cc2)[n+]1-c1ccc(Cl)cc1	90	83	89	87	.	0	92	-0.1
COc1cc(NC(=O)c2ccco2)c(OC)cc1NC(=O)Nc1cccc(Cl)c1	.	95	98	87	94	-2	91	-0.2
COC(=O)N=Nc1c(O)n(Cc2ccccc2)c2ccccc12	103	105	97	101	100	-3	93	0.0
O=C(NCC1CCCO1)c1c(O)c2cccc3c2n(c1=O)CC3 (stereo not drawn)	92	100	94	99	97	18	97	0.0
CC(=O)Nc1ccccc1C(=O)C(=O)Nc1ccc(F)c(Cl)c1	111	107	97	99	108	3	82	0.0
COc1ccc(-c2csc(NC(=O)c3ccc(N4C(=O)CCC4=O)cc3)n2)cc1	92	96	91	98	100	3	117	0.0
Cn1c(SCC(=O)Nc2nccs2)nnc1-c1ccco1	109	102	95	107	112	-3	111	-0.1
O=C(CN1C(=O)CCC1=O)Nc1nc(-c2ccc(Oc3ccccc3)cc2)cs1	114	107	104	118	103	13	105	0.1
Cc1c(C(=O)c2ccc(F)cc2)c2ccccn2c1CCc1ccccn1	97	96	144	103	98	1	107	0.1
O=C1CCc2cc(S(=O)(=O)Nc3ccc(F)cc3)cc3c2N1CC3	103	100	94	103	109	22	95	0.0
Cc1cnc(NC(=O)C2CCCO2)s1 (stereo not drawn)	97	96	103	107	95	5	100	0.0
COc1ccc(N2CCN(CCNC(=O)c3nnc(Cc4c(F)cccc4Cl)o3)CC2)cc1	83	110	79	97	109	0	97	0.0
COc1ccc(-c2sc3cc4c(cc3c2-c2ccc(OCCN3CCOCC3)cc2)OCO4)cc1	76	86	108	93	85	1	98	0.4
O=C(NCC(=O)N(CC1CCCO1)C1(C(=O)NC2CCCCC2)CCCCC1)c1ccccc1 (stereo not drawn)	112	107	97	107	109	1	106	-0.1
O=C(O)c1cccc(Cn2c(Cl)c(/C=N/NC(=O)c3cc4ccccc4cc3O)sc2=O)c1	103	97	118	93	111	0	98	0.0
COc1ccc(Cl)cc1NC(=O)C1CCCN(c2ncnc3c2nc2n3CCCCC2)C1 (stereo not drawn)	93	93	115	120	93	2	106	0.0
CCCN1C2CCCC1CC(NC(=O)c1ccccc1F)C2 (stereo not drawn)	92	100	86	104	99	1	99	0.1
COc1ccc(C2N3CC4(C)CN2CC(C)(C3)C4=O)cc1OC (stereo not drawn)	97	94	113	99	99	1	102	0.0
CC(OC(=O)c1ccccc1NS(=O)(=O)c1cccc(C(F)(F)F)c1)C(=O)N(C)Cc1ccccc1 (stereo not drawn)	98	103	99	105	99	-4	86	0.1
CCNC(=O)N(CC)C[C@H]1N[C@@](Cc2ccccc2)(C(=O)OC)[C@H]2C(=O)N(Cc3ccccc3)C(=O)[C@@H]12	100	91	104	89	93	1	86	-0.2
Cc1ccc(S(=O)(=O)N2CCN(C(=O)COC(=O)Cc3cccc(C(F)(F)F)c3)CC2)c(C)c1	94	99	90	99	102	4	104	0.1
Cc1ccc(Cl)c(OCC(=O)NCC(c2cccs2)N2CCOCC2)c1 (stereo not drawn)	106	95	95	95	111	4	109	-0.1
NC(=O)c1ccc(SCC(=O)OCC(=O)N2CCN(C(=O)c3ccco3)CC2)c([N+](=O)[O-])c1	101	100	96	102	115	2	115	-0.2
CN1CCN(c2nc3c(c(=O)[nH]c(=O)n3C)n2Cc2ccccc2)CC1	101	103	99	103	101	-3	87	0.1
COC(=O)c1ccc(OCC(O)CN2CCN(C(=O)c3ccco3)CC2)cc1 (stereo not drawn)	108	110	107	93	104	0	100	2.8
Cc1cc(OCC(=O)NCc2ccccn2)c2c(C)cc(=O)oc2c1	99	97	108	102	95	14	94	-0.1
CC(C)CC(=O)NC1(C(F)(F)F)C(=O)N(CC(C)C)C2=C1C(=O)CC(C)(C)C2 (stereo not drawn)	106	104	86	102	104	-1	95	-0.4
Cc1cc(C)cc(SCc2noc(C(=O)NC(C)C)c2C(=O)NC(C)C)c1	102	100	86	100	99	19	96	0.0
CC(Oc1ccc(C(=O)c2ccccc2)cc1)C(=O)N1CCOCC1 (stereo not drawn)	91	99	92	98	107	-1	105	0.0
COCCNC(=O)C(=O)NCC1OCCN1S(=O)(=O)c1cc(F)ccc1F (stereo not drawn)	106	102	103	101	99	-4	82	-1.9
Cc1ccc(C)c(-c2nnc(NC(=O)CCS(=O)(=O)c3ccccc3)o2)c1	106	96	99	100	102	4	93	-0.2
COc1ccc(C2Nc3ccccc3C(=O)N2Cc2ccco2)cc1CN1C(=O)c2ccccc2C1=O (stereo not drawn)	98&89	97&95	96&106	98&92	101&107	1&1	97&113	-0.2&-0.1
CCSCc1nnc(SCC(=O)Nc2cccc(SC)c2)n1C	95	102	105	101	101	2	106	0.1
CCOC(=O)N1CCC(NC(=O)CCN2C(=O)C3C4C=CC(C4)C3C2=O)CC1 (stereo not drawn)	107	102	107	103	108	1	97	0.1
CSCCC(NS(=O)(=O)c1ccc(C)cc1)C(=O)N1CCN(S(=O)(=O)c2ccc(F)cc2)CC1 (stereo not drawn)	97	103	114	109	110	-1	108	0.1
CC(C)c1ccc(NC(=O)COC(=O)C2CCCCC2)cc1	106	108	106	110	106	1	108	0.2
OCCN1CCN(C(=S)c2ccc(Cl)c(Cl)c2)CC1	106	96	85	108	103	0	103	0.0
COC(=O)C1=CN(Cc2ccc(OC)c(OC)c2)C=C(C(=O)OC)C1c1ccc(F)cc1	94	99	104	99	95	2	99	0.1
CC(C)(C)N=C1C([N+](=O)[O-])=CC=C2C1=NC1(CCCCC1)N2O	87	97	94	94	118	0	102	-0.2
Cc1ccc2nc(SCC(=O)Nc3ccc(F)cc3)nc(=O)n2c1	93	96	97	97	104	-4	104	-0.1
O=C(CCC1CCCCC1)Nc1cccc(C(=O)Nc2ccc(C(=O)O)cc2)c1	99	101	122	100	95	5	85	0.2
O=C(Cc1ccc(Cl)cc1)Nc1ccc(CN2CCCCC2)cc1	99	101	113	105	113	-3	111	-0.1
O=C1NCCCC1C(=O)N1CCN(C(c2ccccc2)c2ccccc2)CC1 (stereo not drawn)	105	100	92	94	103	-1	97	0.0
COC(=O)c1ccc(Nc2c([N+](=O)[O-])c(=O)oc3ccccc23)cc1	102	100	120	98	107	-3	102	-0.2
c1ccc2c(-c3c[nH]c4ccccc34)c3ccccc3nc2c1	89	103	100	105	101	1	105	-0.2
CCc1ccc(C(=O)NC2CCCCC2)s1	94	98	90	103	99	9	111	-0.1

(list continues)
SMILES	CIT2-GFP yeast	RPL19A-GFP yeast	Yeast superoxide	MEP2 TOR yeast	AGP1-GFP MLPCN	AHR act	LAP4 TOR yeast	Efflux pump mplx
CN(C)S(=O)(=O)c1cccc(C(=O)NCCOC(=O)c2cc(F)c(F)cc2Cl)c1	106	104	98	103	93	-3	95	-0.2
CC(=O)Nc1cc(NC(C)=O)cc(C(=O)OC(C)C(=O)Nc2ccc(S(=O)(=O)N3CCCC3)cc2)c1 (stereo not drawn)	105	100	89	107	107	0	102	0.0
Cc1ccc(CNC(=O)CN2C(=O)NC(C)(c3cccc(Br)c3)C2=O)cc1 (stereo not drawn)	99	99	99	94	101	3	98	-0.2
COc1ccc(NC(=O)CN2C(=O)NC(C)(c3ccc(C)cc3)C2=O)c([N+](=O)[O-])c1 (stereo not drawn)	101	96	112	89	109	1	104	-0.1
Cc1sc(NC(=O)c2cc3ccccc3oc2=O)c(C(=O)OC(C)C)c1-c1ccccc1	100	100	89	102	101	0	92	-0.1
Cn1c(O)c(N=NC(=N)N)c2ccccc21	97	96	109	91	102	12	100	0.1
COC(=O)c1cc(S(=O)(=O)N2CCN(c3ccc(F)cc3)CC2)cn1C	104	102	85	100	105	2	96	-0.1
O=C(O)c1cccnc1SC1CC(=O)N(c2ccc(OC(F)F)cc2)C1=O (stereo not drawn)	99	97	100	96	105	-2	108	0.0
Cc1cccn2c(=O)c(/C=C(\C#N)S(=O)(=O)c3ccccc3)c(Oc3ccc(Cl)cc3)nc12	97	104	98	99	98	5	90	0.0
O=C(CCc1ccc(CCC(=O)c2cccs2)s1)c1cccs1	95	98	101	101	93	4	108	0.0
COc1ccc(NC(=O)CSc2nc3c(c(=O)n2C)SCC3)cc1OC	97	101	101	93	91	5	74	0.1
C/C(CC(=O)Nc1cccnc1)=N\NC(=O)C(=O)NC(C)C	91	97	94	93	103	7	103	0.1
Cc1cc(=O)[nH]c(SCCCOc2ccc(F)cc2)n1	93	95	90	98	.	-2	93	0.0
CCc1ccc(NC(=O)c2cccc(NC3=NC4CS(=O)(=O)CC4S3)c2)cc1 (stereo not drawn)	97	101	103	91	99	5	90	0.0
COc1ccccc1CCNC(=O)CSc1nnc2ccc(-c3cccnc3)nn12	94	97	99	99	104	16	95	0.2
COc1ccc(CCN(C)C(=O)CSc2ncnc3sccc23)cc1OC	104	98	98	102	100	3	104	-0.1
Cc1c(C(=O)NCc2ccco2)sc2nc(-c3ccccc3)cn12	88	97	94	101	93	7	110	-0.1
CCOc1ccccc1CNC(=O)CCNC(=O)Cn1ccc2ccccc2c1=O	100	100	89	106	101	1	105	0.0
COc1ccc(/C=C/C(=O)Oc2ccc(C=O)cc2OC)cc1	91	98	102	93	102	-1	107	0.0
COc1ccc(Cl)cc1Nc1nc(N)nc(C(F)(F)F)n1	105	100	123	103	93	20	111	0.0
O=C(O)c1ccc(S(=O)(=O)N2CCCCCC2)cc1	91	99	114	100	94	3	108	0.2

Screening data as filed in PubChem.
